Compound activity from PubChem.
Nrf2 ARE act: activators of Nrf2 (ARE) signaling; 0.31% of 410,000 active; AID 624171; AREc32 ARE-luciferase reporter (MCF7-derived line), luminescence, 24 h; Potency, µM (series often up to 46.1 µM), inactives show top-dose activation, actives largely listed as activators; also: potency is read from the fitted curve at half-maximal effect; % of control where 0% means no effect; nearly all actives have a fitted effect of over 65% in size
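ARE activation measured as luciferase luminescence (Steady-Glo, 30 min RT) in AREc32_Fluc cells after 24 hr compound exposure at 37 deg C, 5% CO2; cells seeded overnight at 1000/well in OPTI-MEM, 5% FBS.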
HepG2 tox: counter-screen for TGF-b inhibitors: cytotoxicity in HepG2 cells; HepG2 CAGA-GFP viability, ATP luminescence, 18 h; Potency, µM (series often up to 46.1 µM), for the others: at the highest dose activity change, negative = cytotoxicity, most hits filed as cytotoxic; 0.76% of 410,000 active; AID 588856; also: potency is read from the fitted curve at half-maximal effect; some results filed as inactive show a strong effect at the top dose
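CellTiter-Glo luminescence gave cytotoxicity after 18 hours at 37 degrees C. The cells were HepG2 CAGA-GFP in 1% FBS DMEM, stimulated with 500 pg/mL TGF-beta after compound addition. %Activity was normalised to no-cell wells (complete cell-killing) and DMSO (no toxicity), and curves were fitted and classified.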
CCT modulator: modulators of cytosolic chaperonin (CCT/TRiC) activity. purified chaperonin ATPase assay, HTRF ADP detection, 30 min. activity change, % (no concentration beside the values), hits read low. 0.3% of 360,000 active. AID 651819; in the data active = activity change below about -30%; also: % is scaled to controls: 0 for no effect and ±100 for the full control effect
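TRiC at 40 or 20 nM final (batch-dependent) in 30 mM Tris pH 7.4, 100 mM KCl, 5 mM MgCl2, 1 mM DTT, with compound at single 76 uM and 10 uM ATP, 30 min at 37 deg C. ADP detected by HTRF Transcreener, 665/615 ratio.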
Mm-Cpn inhibitor: inhibitors of Methanococcus maripaludis chaperonin (MmCpn); purified Mm-Cpn ATPase, ADP Transcreener TR-FRET; Potency, µM (titrated, usually from 76.9 µM), inactives show top-dose activity, negative = inhibition, actives largely listed as inhibitors; 0.031% of 330,000 active; AID 504842; also: potency is read from the fitted curve at half-maximal effect; % is scaled to controls: 0 for no effect and ±100 for the full control effect; nearly all actives have a fitted effect of over 80% in size
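Inhibition of chaperonin ATP hydrolysis is measured as reduced ADP production, detected by competitive TR-FRET in which signal falls with ADP. Final enzyme 25 nM and ATP 10 uM, reacted 30 min at 37°C.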
TGFb SMAD3 inh: blocks TGF-b signaling; HepG2 CAGA-GFP TGF-b/SMAD3 reporter, GFP fluorescence, 18 h; TGF-beta stimulated, 500 pg/mL final; Potency, µM (series often up to 46.1 µM), inactives show at the top dose activity, negative = inhibition, actives largely listed as inhibitors; 1.2% of 410,000 active; also: potency is read from the fitted curve at half-maximal effect; % is scaled to controls: 0 for no effect and ±100 for the full control effect; nearly all actives have a fitted effect of over 65% in size
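Using HEPG2 CAGA-GFP reporter cells at 1000 cells/well, we pinned test compounds, stimulated with recombinant TGF-beta (500 pg/mL final) and measured total well GFP after 18 h.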
A549 tox: kills or reduces viability of A549 cells in Nrf2 counter-screen; 0.16% of 390,000 active; AID 504648; Potency, µM (highest dose often 46 µM), for the others: top-dose activity change, negative = cytotoxicity, most hits filed as inhibitors; A549 ARE-Fluc cells, CellTiter-Fluor viability, 18-24 h; also: potency is read from the fitted curve at half-maximal effect; % is scaled to controls: 0 for no effect and ±100 for the full control effect
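A549 ARE_Fluc cells in 5% FBS OPTI-MEM were exposed to compounds in concentration-response for 18-24 h at 37 deg C. Viability was read by CellTiter-Fluor fluorescence (Ex 405/Em 525) after 30 min, before the luciferase read.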
Akt phos inh: Akt phosphorylation inhibition; Neuro2A IGF-stimulated pAkt S473 HTRF, 20 min; stronger effect = lower value; activity change, % for hits at 50 µM; 0.32% of 360,000 active; AID 651550; in the data active = activity change below about -80%; inconclusive = mostly about -51% to -80%; also: % is scaled to controls: 0 for no effect and ±100 for the full control effect
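Single-point screen (50 µM final compound) in Neuro2A cells stimulated 20 min with 6 nM IGF at 37 deg C. After lysis, Ser473-phosphorylated Akt read by HTRF (ex 330 nm, em 615/665 nm) as the 665/615 ratio.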
Abeta rescue: restores growth of yeast expressing A-beta42 peptide; yeast expressing A-beta42, growth rescue, OD600, 48 h; response scale: 0% DMSO, 100% iron-clioquinol control; Potency, µM (titrated, usually from 46.1 µM), inactives show at the top dose growth rescue, most hits filed as activators; 0.063% of 410,000 active; AID 1347071; also: potency is read from the fitted curve at half-maximal effect; nearly all actives have a fitted effect of over 55% in size
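Growth rescue measured by 600 nm absorbance after 48 h yeast culture at 30 C with compound. Values normalized between DMSO and an equimolar ferric chloride plus clioquinol control.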
Nrf2 inh: Nrf2 pathway inhibition; 2.1% of 360,000 active; A549 ARE-Fluc reporter, luciferase luminescence, 18-24 h; Potency, µM (doses to about 46 µM), for inactives: at the top dose activity change, negative = inhibition, actives largely listed as inhibitors; also: potency is read from the fitted curve at half-maximal effect; % is scaled to controls: 0 for no effect and ±100 for the full control effect; nearly all actives have a fitted effect of over 60% in size
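Nrf2 function is reported as luminescence of an ARE-controlled luciferase in A549 cells. Compounds were tested at several concentrations, and a CellTiter-Fluor read on the same wells flagged cytotoxicity.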
* marks the source's active call; other numbers are inactive results; i = inactive; ? = inconclusive; · = not tested or not shown; & = joins results of further samples; [ ] = another dose, or the depositor's remark. Unless noted, calls follow the shape of the dose curve; as a rule, active = well fitted curve in the direction sought with a large enough effect; inconclusive = small, poorly fitted or top-dose-only effect, or another doubt; inactive = no such curve, though single readings can be large; an effect the other way counts as inactive or inconclusive.

smiles	Nrf2 ARE act	HepG2 tox	CCT modulator	Mm-Cpn inhibitor	TGFb SMAD3 inh	A549 tox	Akt phos inh	Abeta rescue	Nrf2 inh
O=C(NCC(=O)N(c1cccc(F)c1)C(C(=O)NC1CCCC1)c1cccnc1)c1cccs1 (stereo unspecified)	0.0%	4%	-1.3	1%	8%	?	i	4%	1%
CCOc1ccc(C(C)NC(=O)c2cc(=O)[nH]c3ccccc23)cc1OCC (stereo unspecified)	0.2%	-2%	-0.6	1%	10%	1%	i	8%	-21%
CC(C)c1nc2sc3c(c2c(=O)[nH]1)CC(C)(C)OC3	-0.1%	9%	-1.4	1%	2%	2%	i	-5%	-16%
NC(=O)CCCn1c(C(=O)c2cc(Cl)c(N)c(Cl)c2)c2ccc([N+](=O)[O-])cc2[n+]1[O-]	?	-54%	-1.3	-1%	7.9µM*	?	i	0%	-11%
CN1CCN(C(=O)c2cc3c(c(-c4cccc(-c5cc6ccccc6o5)c4)n2)[C@@H](CCO)N(S(=O)C(C)(C)C)C3)CC1 (stereo partly specified)	5.1%	-25%	1.1	·	?	·	i	-10%	·
COc1cccc(/C=N/NC(=O)CC2C(=O)NN=C2C)c1OC (stereo unspecified)	-0.2%	2%	-2.6	-1%	-2%	-10%	i	-1%	3%
Cc1ccccc1OC(=O)CSc1nnc(-c2ccc(F)cc2)o1	-0.3%	3%	·	·	19%	-1%	·	5%	?
Cc1ccc(C(=O)Nc2sc3c(c2C(=O)O)CCCC3)o1	0.1%	-23%	-2.4	1%	11%	?	i	-19%	?
Cc1cc(C)[n+](Cc2ccccc2)cc1C(N)=O	-0.5%	-22%	1.2	·	-7%	-2%	i	15%	-14%
Cc1ccc(NC(=O)c2cc(C)nn2-c2ccccc2)cc1	5.8%&1.3%	1%&-13%	2.1	0%	-1%	3%&-4%	i	4%&5%	-7%&-8%
Cn1c(-c2ccc(F)cc2)cnc1SCC(=O)Nc1ccccc1	2.7%	6%	-0.1	-2%	-11%	4%	i	-3%	-2%
COC(=O)c1ccc(CSc2nnc(NC(=O)C3CC(=O)N(Cc4ccc(C)cc4)C3)s2)cc1 (stereo unspecified)	2.2%	-11%	1.5	-6%	-3%	10%	i	19%	-29%
COc1ccc(C(CC(=O)O)NC(=O)OC(C)(C)C)cc1 (stereo unspecified)	0.1%	16%	-0.6	2%	-12%	1%	i	-6%	-7%
Cc1cccc(NS(=O)(=O)c2ccc(NC(=O)N3CCCC3)cc2)c1	0.2%	16%	·	·	0%	5%	·	5%	·
Cc1[nH]n(-c2ccccc2)c(=O)c1N=Nc1ccccc1O	?	-50%	-1.3	1%	?	?	i	-2%	?
Cc1onc(-c2ccccc2Cl)c1C(=O)Nc1ccccc1C(=O)NC(C)C	2.6%	-24%	2.8	-1%	11%	1%	i	-8%	-17%
Cc1cccc(NS(=O)(=O)c2ccc(-c3cnc(C4CC4)o3)cc2)c1	0.5%	-19%	-0.3	2%	11µM*	-1%	·	-3%	?
COC(=O)c1ccc(N2C(=O)CC(N3CCN(c4ccccc4)CC3)C2=O)cc1 (stereo unspecified)	-0.2%	2%	-0.6	·	-14%	2%	i	-6%	3%
Cc1cc(C)n2nc(SCCCC(=O)c3ccccc3)nc2n1	0.0%	14%	2.3	-2%	33%[activator]	3%	i	-12%	-13%
COc1cccc(/C=C/c2onc(C)c2S(=O)(=O)N2CCC(C(=O)NC3CCCCCC3)CC2)c1	-0.3%	5%	1.3	1%	8%	0%	i	-8%	3%
O=C1NC(=O)C2(C=C(c3ccccc3)C(O)(c3ccccc3)C2)N1 (stereo unspecified)	2.1%	13%	-2.7	·	6%	4%	i	0%	5%
Cc1ccc(S(=O)(=O)Cc2ccc([N+](=O)[O-])cc2)cc1	0.0%	3%	-0.7	1%	8%	-1%	i	1%	-8%
COc1cc2c(cc1OC)C(COc1ccccc1OC)N(C(=O)c1ccc(S(=O)(=O)N3CCCC3)cc1)CC2 (stereo unspecified)	3.4%	-28%	·	·	-3%	-3%	·	-7%	·
COc1ccc(-c2nnc(C3CCN(S(=O)(=O)c4cccc(Cl)c4)CC3)o2)cc1	4.8%	-48%	·	·	?	0%	·	4%	-3%
CC(C)(C)OC(=O)N1CCC(c2c(C(=O)Nc3cccc(C(F)(F)F)c3)cnn2-c2ccc(F)cc2F)CC1	1.3%	-49%	·	·	?	15%	·	0%	?
COc1cccc(CN2CCN(C(=O)CCc3nnc(C4CCCCC4)o3)CC2=O)c1	-0.6%	0%	0.1	-2%	-13%	-2%	i	11%	12%
CN(C)c1cc(-c2ccc(F)cc2)oc(=O)c1Cl	-0.1%	-9%	0.2	0%	-1%	4%	i	-31%[inhibitor]	-7%
Cc1ccn2c(-c3csc(Nc4ccc(C(=O)O)cc4)n3)c(C)nc2c1	0.2%	-9%	1.1	·	-5%	·	i	-2%	·
CCOc1cc(C2C3=C(CCCC3=O)Nc3nc(C(=O)OC)nn32)ccc1OC (stereo unspecified)	-0.1%	2%	1.8	0%	18%	-21%	i	8%	7%
COc1ccc(C(=O)N2CCc3ccccc3C2)cc1S(=O)(=O)N1CCCC1	-0.2%	-22%	0.0	·	-12%	·	i	12%	·
Cc1nn(C2CCS(=O)(=O)C2)c(Cl)c1/C=C/C(=O)OCC(=O)c1c[nH]c2ccccc12 (stereo unspecified)	10%	-32%	-4.6	-5%	-45%	?	i	-7%	?
Cc1ccc(OCC(O)CN2CCN(Cc3ccc4c(c3)OCO4)CC2)cc1C (stereo unspecified)	-0.9%	-15%	-3.9	0%	1%	3%	i	7%	1%
C[C@H](CO)N1C[C@H](C)[C@@H](CN(C)Cc2ccc3c(c2)OCO3)Oc2c(NC(=O)Cc3ccccc3)cccc2C1=O	3.1%	0%	-1.1	0%	?	-2%	i	-10%	-2%
Brc1cccc(OCCCCn2cncn2)c1	0.5%	-4%	0.7	0%	-6%	-1%	i	10%	-10%
COc1ccccc1-c1cc(C(=O)NC2CCN(C)CC2)c2ccc(Cl)c(C)c2n1	3.2%	-8%	1.2	3%	0%	8%	i	-46%[inhibitor]	3%
COc1ccc(NC2c3ccccc3C(=O)N2Cc2ccccc2Cl)cc1OC (stereo unspecified)	1.4%	2%	-3.3	0%	-8%	0%	i	-4%	11%
CN(Cc1nccs1)C(=O)C1CCC(=O)N(CCc2cccc(F)c2)C1 (stereo unspecified)	0.1%	-13%	0.3	0%	-36%	2%	i	3%	16%
O=C(Nc1ccccc1NC(=O)c1ccco1)c1ccccc1	2.5%	-30%	0.2	1%	-4%	1%	i	-16%	3%
O=C(O)/C=C/c1cn(-c2ccccc2)nc1-c1cccs1	-0.8%	-15%	1.1	-2%	-18%	-2%	i	-4%	-19%
O=C1/C(=C/c2ccc3c(c2)OCO3)Oc2cc(OCC(=O)N3CCC[C@H]3C(=O)O)ccc21	-0.8%	1%	-5.4	0%	-1%	-17%	i	-7%	2%
O=C(CCSCc1ccccc1F)NCc1cccs1	-0.9%	0%	-2.5	1%	-3%	-1%	i	-21%	0%
Cc1ccc(S(=O)(=O)Nc2ccc3c(c2)OCCO3)cc1	2.2%	-35%	1.4	1%	?	10%	i	20%	-3%
O=C1CSC(=S)N1c1cccc(Cl)c1	1.5%	-36%	0.5	-2%	?	6%	i	10%	-17%
CCCCN(C)C1=Nc2cccc3cccc1c23	-0.6%	-20%	-0.2	-6%	-10%	3%	i	11%	4%
CSCCC(NC(=O)c1ccc(Cl)cc1Cl)C(=O)NCC(c1cccs1)N(C)C (stereo unspecified)	0.4%	-2%	1.5	·	-14%	-4%	i	20%	-5%
O=C(NC12CC3CC(CC(C3)C1)C2)c1cc([N+](=O)[O-])ccc1N1CCOCC1	0.1%	-2%	-0.2	-1%	0%	-24%	i	5%	4%
COc1nc(N(CC(N)=O)S(=O)(=O)c2ccccc2)nc(C)c1Cl	0.1%	-56%	-3.2	-2%	-10%	-12%	i	6%	-6%
Cc1c(Cl)c([N+](=O)[O-])nn1CCCC(=O)N(Cc1ccccc1)Cc1ccccc1	2.5%	7%	-1.0	0%	?	8%	i	22%	-12%
CCN1CCN(C(=O)CCc2nnc(CCc3ccccc3OC)o2)[C@@H](C)C1=O	0.0%	5%	-1.2	1%	15%	-1%	i	3%	4%
Cc1ccc(C(=O)N2c3ccccc3NC(=O)C2C)cc1 (stereo unspecified)	2.7%	-2%	-5.9	0%	4%	2%	i	9%	-4%
Cc1nnc(Sc2cc(C(=O)NCc3ccco3)c3ccccc3n2)s1	?	-4%	-0.1	-1%	-8%	-7%	i	1%	-11%
CC(=O)CN1C(=O)NC2(CCCc3ccccc32)C1=O (stereo unspecified)	-1.2%	1%	1.2	1%	0%	-1%	i	-6%	-8%

Another view of part of the listing above:
Structure: Cc1cc(C)n2nc(SCCCC(=O)c3ccccc3)nc2n1
  Nrf2 ARE act = 0.0%	HepG2 tox = 14%	CCT modulator = 2.3	Mm-Cpn inhibitor = -2%	TGFb SMAD3 inh = 33%[activator]	A549 tox = 3%	Akt phos inh = i	Abeta rescue = -12%	Nrf2 inh = -13%
Structure: Cc1ccccc1OC(=O)CSc1nnc(-c2ccc(F)cc2)o1
  Nrf2 ARE act = -0.3%	HepG2 tox = 3%	CCT modulator = ·	Mm-Cpn inhibitor = ·	TGFb SMAD3 inh = 19%	A549 tox = -1%	Akt phos inh = ·	Abeta rescue = 5%	Nrf2 inh = ?
